Screening results as filed in PubChem.
HepG2 viability: counter-screen for TGF-b inhibitors: cytotoxicity in HepG2 cells; Potency, µM (doses to about 46.1 µM), inactives show at the top dose activity change, negative = cytotoxicity, usual class: cytotoxic; 410,000 tested, 0.76% active; AID 588856; HepG2 CAGA-GFP viability, ATP luminescence, 18 h; note: potency is the fitted concentration of half-maximal effect; some results filed as inactive show a strong effect at the top dose
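CellTiter-Glo luminescence gave cytotoxicity after 18 hours at 37 degrees C. The cells were HepG2 CAGA-GFP in 1% FBS DMEM, stimulated with 500 pg/mL TGF-beta after compound addition. %Activity was normalised to no-cell wells (complete cell-killing) and DMSO (no toxicity), and curves were fitted and classified.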
Nrf2 ARE act: activates Nrf2 signaling. AREc32 ARE-luciferase reporter (MCF7-derived line), luminescence, 24 h. Potency, µM (series often up to 46.1 µM), for the others: at the top dose activation, actives largely listed as activators. 410,000 tested, 0.31% active; note: potency is the fitted concentration of half-maximal effect; % of control where 0% means no effect; nearly all actives have a fitted effect of over 65% in size
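AREc32 cells carrying an ARE-driven firefly luciferase reporter were seeded at 1000 cells/well in OPTI-MEM with 5% FBS, then exposed to compound for 24 hr at 37 deg C. Luminescence was read with Steady-Glo after 30 min at RT.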
Nrf2 inh: Nrf2 pathway inhibition | 360,000 tested, 2.1% active | Potency, µM (series often up to 46 µM), without a hit: at the top dose activity change, negative = inhibition, usual class: inhibitors | A549 ARE-Fluc reporter, luciferase luminescence, 18-24 h | AID 504444; note: potency is the fitted concentration of half-maximal effect; % is set by controls: 0 for no effect and ±100 for the full control effect; nearly all actives have a fitted effect of over 60% in size
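Two sequential reads on A549 ARE_Fluc cells exposed to compound for 18-24 h: a CellTiter-Fluor fluorescence read for viability, then a luciferase luminescence read for Nrf2/ARE activity.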
CCT chaperon mod: cytosolic chaperonin activity modulation. activity change, % (concentration not given with the values), hits read low. purified chaperonin ATPase assay, HTRF ADP detection, 30 min. 360,000 tested, 0.3% active. AID 651819; in the data active = activity change below about -30%; note: % is set by controls: 0 for no effect and ±100 for the full control effect
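We incubate TRiC, 40 or 20 nM final, with library compounds at 76 uM and 10 uM ATP for 30 min at 37 °C. ADP formed is detected with Transcreener HTRF reagents after 30 min at room temperature.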
A549 viability: kills or reduces viability of A549 cells in Nrf2 counter-screen; A549 ARE-Fluc cells, CellTiter-Fluor viability, 18-24 h; Potency, µM (doses to about 46 µM), without a hit: at the top dose activity change, negative = cytotoxicity, usual class: inhibitors; 390,000 tested, 0.16% active; AID 504648; note: potency is the fitted concentration of half-maximal effect; % is set by controls: 0 for no effect and ±100 for the full control effect
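A549 ARE_Fluc cells in 5% FBS OPTI-MEM were exposed to compounds in concentration-response for 18-24 h at 37 deg C. Viability was read by CellTiter-Fluor fluorescence (Ex 405/Em 525) after 30 min, before the luciferase read.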
MmCpn inh: M. maripaludis TRiC chaperonin inhibition; purified Mm-Cpn ATPase, ADP Transcreener TR-FRET; Potency, µM (top dose mostly 76.9 µM), for the others: at the top dose activity, negative = inhibition, usual class: inhibitors; 330,000 tested, 0.031% active; AID 504842; note: potency is the fitted concentration of half-maximal effect; % is set by controls: 0 for no effect and ±100 for the full control effect; nearly all actives have a fitted effect of over 80% in size
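Compound-treated chaperonin, 25 nM final, turns over 10 uM ATP at 37°C for 30 min following a 10 min preincubation; ADP generated competes with ADP-d2 for Eu-cryptate antibody, lowering FRET.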
pAkt inh: Akt phosphorylation inhibition. Neuro2A IGF-stimulated pAkt S473 HTRF, 20 min; hits give low values. 360,000 tested, 0.32% active. activity change, % for hits at 50 µM; in the data active = activity change below about -80%; inconclusive = mostly about -51% to -80%; note: % is set by controls: 0 for no effect and ±100 for the full control effect
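Neuro2A cells in DMEM with 0.5% FBS, overnight at 37 deg C, given compound at single 50 µM final, then IGF (6 nM final) for 20 min at 37 deg C. Lysed; phospho-Akt Ser473 by HTRF after 24 h, 665/615 ratio.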
Abeta yeast res: compounds reversing amyloid beta toxicity in yeast; yeast expressing A-beta42, growth rescue, OD600, 48 h; response scale: 0% DMSO, 100% iron-clioquinol control; Potency, µM (highest dose often 46.1 µM), for inactives: top-dose growth rescue, hits mostly activators; 410,000 tested, 0.063% active; AID 1347071; note: potency is the fitted concentration of half-maximal effect; nearly all actives have a fitted effect of over 55% in size
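Growth rescue measured by 600 nm absorbance after 48 h yeast culture at 30 C with compound. Values normalized between DMSO and an equimolar ferric chloride plus clioquinol control.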
TGFb SMAD3 inh: blocks TGF-b signaling; HepG2 CAGA-GFP TGF-b/SMAD3 reporter, GFP fluorescence, 18 h; TGF-beta stimulated, 500 pg/mL final; 410,000 tested, 1.2% active; Potency, µM (highest dose often 46.1 µM), for the others: top-dose activity, negative = inhibition, actives largely listed as inhibitors; note: potency is the fitted concentration of half-maximal effect; % is set by controls: 0 for no effect and ±100 for the full control effect; nearly all actives have a fitted effect of over 65% in size
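TGF-beta reporter screen: HEPG2 CAGA-GFP, 1% FBS, 500 pg/mL TGF-beta final, 18 h; per-cell GFP summed per well; curves fitted and categorized by class.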
* marks the source's active call; other numbers are inactive results; i = inactive; ? = inconclusive; / = not tested or not shown; & = joins results of further samples; [ ] = another dose, or the depositor's remark. Unless noted, calls come from the whole dose curve; as a rule, active = well fitted curve in the direction sought with a large enough effect; inconclusive = small, poorly fitted or top-dose-only effect, or another doubt; inactive = no such curve, though single readings can be large; an effect the other way counts as inactive or inconclusive.

SMILES	HepG2 viability	Nrf2 ARE act	Nrf2 inh	CCT chaperon mod	A549 viability	MmCpn inh	pAkt inh	Abeta yeast res	TGFb SMAD3 inh
COc1ccc(S(=O)(=O)c2c(Nc3ccccc3F)sc(C(=O)c3cccc(OC)c3)c2N)cc1	-17%	2.5%	/	/	-12%	/	/	-2%	-6%
Cc1ccc2c(c1)C(N1CCCC1=O)CC(c1ccco1)N2 (stereo unspecified)	-66%	11µM*	?	-2.3	-3%	-14%	i	-25%	-16%
CCOc1ccccc1NC(=O)CCNS(=O)(=O)c1cccc2nonc12	-3%&-1%	-0.1%&0.3%	5%	-0.5	-3%&8%	-14%	i	-17%&-11%	?
COc1ccc(N2C(=O)C(CC(N)=O)N(NC(=O)c3cccc(OC)c3)C2=S)cc1 (stereo unspecified)	0%	5.8%	6%	-0.8	5%	0%	i	-13%	-10%
CCOC(=O)C1(CCc2ccccc2)CCN(C(=O)c2cnc(C)cn2)CC1	-38%	0.1%	?	-3.2	0%	1%	i	22%	-17%
O=C(CN1C(=O)COc2ccc(S(=O)(=O)Nc3ccccc3)cc21)Nc1cccc(Cl)c1	-24%	0.2%	-14%	/	-6%	/	/	-14%	?
COc1cc(C(C(=O)NCc2ccccc2)N(C(=O)c2snc(C(N)=O)c2N)C2CCCC2)cc(OC)c1OC (stereo unspecified)	6%	1.4%	-12%	-1.5	-13%	0%	i	-9%	18%
COc1ccc(C(CCN2CCOCC2)c2c(OC)cc(OC)c3c(C)cc(=O)oc23)cc1 (stereo unspecified)	-26%	4.5%	9%	2.6	-19%	2%	i	2%	0%
O=C(/C=C/c1ccccc1)NC(NC(=S)Nc1ccc(Cl)cc1)C(Cl)(Cl)Cl (stereo unspecified)	-39%	3.3%	6.5µM*	-2.5	?	-1%	i	4%	?
CCC1=NN(C(=O)CCc2ccc3c(c2)OCO3)C(O)(C(F)(F)F)C1 (stereo unspecified)	2%	2.1%	?	-17	-1%	-3%	i	4%	-1%

Whole records, quoted from the list. Values in the order: HepG2 viability | Nrf2 ARE act | Nrf2 inh | CCT chaperon mod | A549 viability | MmCpn inh | pAkt inh | Abeta yeast res | TGFb SMAD3 inh
Profile of CCOC(=O)C1(CCc2ccccc2)CCN(C(=O)c2cnc(C)cn2)CC1 → -38% | 0.1% | ? | -3.2 | 0% | 1% | i | 22% | -17%
Profile of CCOc1ccccc1NC(=O)CCNS(=O)(=O)c1cccc2nonc12 → -3%&-1% | -0.1%&0.3% | 5% | -0.5 | -3%&8% | -14% | i | -17%&-11% | ?

Other records
SMILES	HepG2 viability	Nrf2 ARE act	Nrf2 inh	CCT chaperon mod	A549 viability	MmCpn inh	pAkt inh	Abeta yeast res	TGFb SMAD3 inh
C=C1c2cccc(C(F)(F)F)c2O[C@H](C(=O)OCC)[C@H]1OC	-2%	1.2%	20%	-0.6	0%	0%	i	-14%	-6%
Cc1cc(C)cc(NC(=O)Nc2cccnc2)c1	0%	4.1%	8%	-1.5	1%	3%	i	-8%	0%
O=C(Cc1ccc([N+](=O)[O-])cc1)c1ccccc1	4%	1.9%	-7%	-0.4	2%	/	i	4%	10%
O=C1CCCc2ccccc2N1Cc1cccc(Cl)c1	11%	0.0%	/	-2.2	-11%	0%	i	13%[9.22 µM]	-1%
CC(=O)Nc1sc2c(c1C#N)CCC(C)C2 (stereo unspecified)	-25%	3.2%	0%	2.7	2%	0%	i	-16%	-30%
Nn1c(SCC(=O)Nc2ccc3c(c2)OCO3)nnc1-c1ccncc1	9%	0.2%	?	1.5	-2%	/	i	-2%	-3%
CN(CC(=O)Nc1cccc2c1CCCC2)S(=O)(=O)c1ccccc1	20%	-0.6%	/	-1.2	10%	-1%	i	-1%	0%
O=S(=O)(Nc1ccc2c(c1)CCC2)c1cccs1	-1%	2.3%	7%	-3.5	-11%	0%	i	1%	-16%
O=C(NC1CCCCC1)N1CCCC(c2nc(-c3ccc(S(=O)(=O)N4CCCC4)cc3)no2)C1 (stereo unspecified)	-20%	-0.1%	-24%	-1.8	-2%	-1%	i	19%	-18%
C[C@@]12C(=O)N(CC3CCCO3)CC(=O)N1[C@H]1c3ccccc3OC[C@@H]1[C@@H]2c1ccccc1 (stereo partly specified)	-12%	0.0%	-4%	-2.5	1%	2%	i	-5%	?
S=C(NCCN1CCOCC1)Nc1ccc(Cl)c(Cl)c1	-10%	0.8%	-20%	0.0	-12%	2%	i	6%	-25%
CCOC(=O)c1cnn(CC2CCCCC2)c1N	3%	0.4%	?	0.2	-1%	-10%	/	-9%	-4%
COn1c(-c2ccccc2)c(C=O)c2ccccc21	-16%	-0.8%	?	-6.6	0%	1%	i	-43%[inhibitor]	0%
COc1ccc(NC(=O)N(CCCN2CCOCC2)Cc2cccnc2)c(OC)c1	-12%	-0.7%	12%	-3.3	16%	/	i	3%	-9%
Cc1c(C(=O)OC2CCC(C)CC2)[nH]c2c1C(=O)CC(c1ccc(N(C)C)cc1)C2 (stereo unspecified)	-6%	-0.8%	13%	/	2%	/	/	-10%	28%
O=C(CSc1ccc(-c2ccccn2)nn1)NC1CCCCC1	-9%	-0.2%	-21%	-2.5	-13%	0%	i	-44%[inhibitor]	0%
NNC(=O)C1CCCN1S(=O)(=O)c1ccc(Cl)cc1 (stereo unspecified)	-73%	-0.3%	-6%	-0.9	0%	4%	i	4%	8%
CC(C)OCCCn1c(=S)[nH]c2cc3c(cc2c1=O)OCO3	-23%	0.2%	-25%	0.0	-5%	-3%	i	26%	-1%
O=C(CC12CC3CC(CC(C3)C1)C2)N/N=C/c1ccncc1	-15%	0.3%	-7%	-1.3	14%	1%	i	?	-13%
Cc1ccc(S(=O)(=O)CNC(=O)c2ccccc2)cc1	-1%	2.7%	15%	-0.2	-7%	0%	i	24%	-15%
Cc1ccc(NC(=O)c2c(C)noc2C)cc1	11%	-0.2%	/	-0.5	3%	0%	i	19%[9.22 µM]	-8%
Cc1cc2cc3n(c2nn1)N=C(Cl)CC3	-27%	5.9%	/	-0.9	/	/	i	2%	?
CCOc1ccccc1NC(=O)c1cc(S(=O)(=O)NCc2ccco2)ccc1F	-19%	7.3%	?	-67*	-5%	-2%	/	-5%	?
COCCn1c(Cc2ccccc2)nnc1SCC(=O)Nc1oc(C)c2c(C)n[nH]c(=O)c12	-1%	-0.5%	5%	1.6	9%	1%	i	5%	1%
Cc1ccc(CNC(=O)c2ccc([N+](=O)[O-])o2)cc1	14µM*	?	-3%	-0.3	-16%	3%	i	-69%[inhibitor]	-18%
CC(C)(C)OC(=O)C[C@H]1C/C=C\C[C@@H](CC(=O)NCCO)C(=O)N2CCC[C@H]2COC1=O	1%	0.5%	-10%	1.0	1%	1%	i	3%	?
Cc1ccc(-n2ncc(C(=O)NCc3ccco3)c2C2CCN(C(=O)OC(C)(C)C)CC2)cc1	-38%	2.2%	-26%	/	8%	/	/	-9%	?
CCCCn1c(SCC(=O)c2ccc3c(c2)OCCO3)nnc1-c1ccco1	-1%	0.1%	13%	-0.2	-1%	-1%	i	-6%	3%
COC(=O)c1sccc1NC(=O)c1cccc(F)c1	-36%	10µM*	7%	-0.7	-6%	/	i	-24%	-13%
CN(C)CCCN(C(=O)c1cccs1)c1nc2ccc(F)cc2s1	-23%	4.2%	15%	/	10%	/	/	-16%	-2%
COC(=O)c1ccc(N2CCN(CC(=O)c3ccc(-c4ccccc4)cc3)CC2)c([N+](=O)[O-])c1	-36%	10%	?	-1.9	-6%	-1%	i	-53%[inhibitor]	8%
CCOC(=O)c1ccc(NC(=S)NCCCn2ccnc2)cc1	-6%	-0.4%	?	-1.3	8%	2%	i	-1%	-17%
CCCCN(CC)S(=O)(=O)c1ccc(C(=O)Nc2nnc(CSC)o2)cc1	-36%	-2.0%	?	-0.1	-21%	2%	i	16%	-5%
CC(C)CSC1=NSC2=NC(=O)/C(=C\c3coc4ccccc4c3=O)C(=N)N12	-33%	5.1%	?	1.4	-3%	-1%	i	-27%	55%[activator]
CC(=O)n1cc([C@H]2C=C(C(=O)O)O[C@@H](OCCCCO)C2)c2ccccc21	-1%	0.6%	2%	-1.6	-9%	/	i	-21%	4%
O=C(O)c1ccc2c(c1)C(=O)N(c1ccccc1-c1ccccc1)C2=O	-1%	-0.2%	7%	-2.0	5%	2%	i	11%	0%
Cc1ccc(C(=O)N2CCN(c3ccc(F)cc3)CC2)cc1S(=O)(=O)N1CCCCC1	-10%	-1.2%	12µM*	-1.5	-10%	-4%	i	-9%	-26%
CC(C)=CC(=O)Nc1ccc(S(=O)(=O)Nc2onc(C)c2C)cc1	1%	-0.6%	1%	-5.7	1%	0%	i	-17%	3%
O=c1[nH][nH]cc1C=Nc1ccc(Cl)cc1Cl	-4%	-0.5%	5%	-2.2	0%	1%	i	2%	-3%
COc1cccc(-n2c(=O)c3sc4ccccc4c3n(CC(=O)Nc3ccc(F)cc3F)c2=O)c1	-24%	3.2%	-22%	/	-7%	/	/	-6%	-26%
COc1ccc(-n2nc(C(=O)N3CCN(c4cccc(C)c4C)CC3)c3c4ccccc4n(C)c3c2=O)cc1Cl	-20%	-0.1%	9%	/	3%	/	/	-20%	-24%
Cc1cc(C)c2c(c1)SC1=NC(c3ccccc3)(C(F)(F)F)NC(=O)N12 (stereo unspecified)	-12%	2.8%	?	-3.9	24%	-1%	i	-1%	22%
O=C(NC(NNc1ccc([N+](=O)[O-])cc1)(C(F)(F)F)C(F)(F)F)c1ccc(F)cc1	-24%	8.4%	?	0.9	-11%	0%	i	-18%	?
Cc1ccc(N2CC(=O)N(NC(=O)Nc3ccc(Cl)c(Cl)c3)CC2=O)cc1	13%	0.2%	-12%	-4.5	2%	0%	i	16%	0%

Not a hit list; 4.3% or so of the library scored in one or more.
